PTPN22 inh 2: inhibitors of human LYP (PTPN22) phosphatase; Q9Y2R2; recombinant LYP catalytic domain, DiFMUP fluorescence; 96,000 compounds, 0.21% hits; inhibition, % at 2 µM;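 active means inhibition at 2 µM at or above a set limit, the screen mean plus 3 SD, cut at about 24% in these data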;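 further: 0% = DMSO with enzyme and 100% = enzyme fully blocked by orthovanadate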
Calb biofilm kill: kills Candida albicans biofilms | inhibition, % at 6 µM | C. albicans biofilm + clotrimazole, Alamar Blue | 85,000 compounds, 0.14% hits;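 active means inhibition above 20%; inactive means inhibition below 20%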;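 further: preformed 24 hr biofilms exposed to compound for 48 hr; 0% = biofilm without compound and 100% = blank killed by clotrimazole plus chlorhexidine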
PLK1 inh: PLK1 (human) kinase inhibition; inhibition, % at 10 µM; recombinant PLK1 kinase, TR-FRET peptide phosphorylation; P53350; 97,000 compounds, 0.53% hits;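 active means inhibition of 50% or more in the single-concentration screen; inactive means inhibition below 50%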;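 further: 0% = DMSO max control and 100% = H-89 dihydrochloride min control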
Target sequence (P53350 whole entry, looked up): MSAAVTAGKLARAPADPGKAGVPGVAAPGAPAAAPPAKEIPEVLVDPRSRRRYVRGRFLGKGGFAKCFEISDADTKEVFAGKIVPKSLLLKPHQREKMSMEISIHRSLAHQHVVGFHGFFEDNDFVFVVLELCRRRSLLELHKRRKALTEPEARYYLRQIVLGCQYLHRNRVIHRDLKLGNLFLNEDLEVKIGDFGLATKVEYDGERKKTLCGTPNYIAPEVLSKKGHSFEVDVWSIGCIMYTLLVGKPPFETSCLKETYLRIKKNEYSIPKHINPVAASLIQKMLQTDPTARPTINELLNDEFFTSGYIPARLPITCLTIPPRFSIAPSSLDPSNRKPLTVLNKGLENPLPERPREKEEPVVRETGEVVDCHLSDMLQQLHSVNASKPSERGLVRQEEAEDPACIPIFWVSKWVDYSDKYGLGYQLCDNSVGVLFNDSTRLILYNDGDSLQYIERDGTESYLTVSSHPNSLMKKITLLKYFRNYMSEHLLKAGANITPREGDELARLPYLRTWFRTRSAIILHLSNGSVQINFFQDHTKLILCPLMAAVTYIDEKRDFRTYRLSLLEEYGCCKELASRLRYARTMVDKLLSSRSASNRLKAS
Rev-RRE block: inhibitors of HIV-1 Rev-RRE RNA interaction | inhibition, % at 8 µM | AID 704 | 97,000 compounds, 0.79% hits | Rev peptide-RRE RNA binding, FRET;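 active means inhibition above the screen-wide mean plus 3 SD, cut at about 35% in these data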;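 further: 0% = median DMSO wells and 100% = median Neomycin B control wells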
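Test system – labelled RRE RNA duplex and labelled Rev peptide · Reagent – labelled Rev peptide · Doses – one concentration, 8 µM nominal · Incubation – 5 + 15 min at 25 °C · Signal – FRET fluorescence readout · Read-out basis – % inhibition of FRET ratio versus controls · Control set – DMSO wells as 0% and neomycin B wells as 100% inhibition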
EphB4 ephrin blk: EphB4-ephrin-B2 interaction antagonism | AID 720 | inhibition, % at 7 µM | EphB4 LBD / TNYL-RAW-Alexa532 peptide, fluorescence polarization | P54760 | 97,000 compounds, 0.15% hits;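 active means inhibition above the screen-wide mean inhibition plus 3 SD, cut at about 15% in these data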;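 further: 0% = DMSO wells and 100% = excess unlabeled TNYL-RAW peptide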
LYP act: increases human PTPN22 phosphatase activity | activation, % at 2 µM | Q9Y2R2 | AID 697 | 96,000 compounds, 0.11% hits | recombinant LYP, DiFMUP fluorescence; 0 = plate median, 100 = signal doubled;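 active means activation at 2 µM above a set limit, the mean plus 5 SD, cut at about 37% in these data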
CYP2C9 inh: blocks human cytochrome P450 2C9; CYP2C9 Supersomes, luciferin-H conversion, luminescence; inhibition, % at 5 µM; 96,000 compounds, 20% hits; AID 777;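 active means blocking of liver enzyme CYP2C9 beyond about 50% at 5 µM, limit read from the data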; further: values of inactives mirror those of a sister screen read the other way
Target sequence (P11712 whole entry, looked up): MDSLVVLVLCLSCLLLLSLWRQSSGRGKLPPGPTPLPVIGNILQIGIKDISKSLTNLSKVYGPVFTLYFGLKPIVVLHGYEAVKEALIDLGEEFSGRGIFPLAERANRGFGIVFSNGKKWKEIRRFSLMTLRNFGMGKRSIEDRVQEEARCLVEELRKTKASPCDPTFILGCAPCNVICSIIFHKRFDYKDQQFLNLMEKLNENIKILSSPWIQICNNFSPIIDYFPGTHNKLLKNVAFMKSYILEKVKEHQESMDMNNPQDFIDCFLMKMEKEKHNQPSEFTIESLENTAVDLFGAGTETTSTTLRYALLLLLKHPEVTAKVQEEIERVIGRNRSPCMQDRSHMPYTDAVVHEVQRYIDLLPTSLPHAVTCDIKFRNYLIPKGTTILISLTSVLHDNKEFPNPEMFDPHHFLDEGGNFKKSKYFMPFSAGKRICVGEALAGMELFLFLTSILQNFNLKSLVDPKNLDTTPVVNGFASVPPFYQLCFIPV
Plk1 PBD FP: inhibitors of human Plk1 polo box domain binding | Plk1 PBD phosphopeptide binding, fluorescence polarization | inhibition, %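 (tested at about 20 µM)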 | 97,000 compounds, 0.13% hits | P53350; in the data active means inhibition above about 34%, passing the limit was not always enough
CYP2C9 act: increases human cytochrome P450 2C9 activity. 96,000 compounds, 1.4% hits. P11712. activation factor at 5 µM. recombinant CYP2C9, luciferin-H conversion, luminescence; hits give high values; factor 1 = untreated enzyme, 0 = blocked. AID 1024;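 active means activation factor of 2 or more for CYP2C9 at a 5 µM dose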;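 further: 0 = sulfaphenazole-blocked wells and 1 = vehicle-only wells; values of inactives mirror those of a sister screen read the other way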
Active calls of the source: *; · = no result given; [ ] = another dose, or the depositor's remark.

The line under a structure holds: PTPN22 inh 2	Calb biofilm kill	PLK1 inh	Rev-RRE block	EphB4 ephrin blk	LYP act	CYP2C9 inh	Plk1 PBD FP	CYP2C9 act
CCc1ccc(C(=O)NC(CC(C)C)C(=O)O)cc1 (stereo not drawn)
    11	4	-8	7	-4	-9	-27	5	1.3
O=C(NCCN1CCOCC1)c1cc2ccccc2o1
    -7	4	-12	3	-9	5	0	10	1
CCc1ccccc1NC(=O)Cn1nnc(-c2cccnc2)n1
    3	7	-2	1	2	-5	15	-21	0.9
CC(=O)c1cc2c(=O)c3cc(C)ccc3oc2nc1C
    -12	7	5	0	-3	9	41	-10	0.6
CCn1c(SCC(=O)C(C)(C)C)nnc1-c1ccccn1
    0	-7	-12	10	-1	0	-18	-11	1.2
CCC(c1nnnn1C1CCCC1)N1CCN(c2ccccc2)CC1 (stereo not drawn)
    -5	1	-11	4	-1	2	46	0	0.5
O=Cc1ccc(N2CCCCCC2)cc1
    0	·	-9	7	4	-2	30	-26	0.7
Cc1ccc(S(=O)(=O)N2CCN(S(=O)(=O)c3ccc(C)cc3)C3OCCOC32)cc1 (stereo not drawn)
    -9	-1	7	4	-2	6	-2	20	1
CCOc1ccc(N(CC(=O)NCc2ccco2)S(=O)(=O)c2ccc(OC)c(OC)c2)cc1
    3	7	-12	1	-4	3	62*	0	0.4
COCCNC(=O)CSc1nc(-c2ccccc2)cs1
    -9	0	-8	-1	0	9	6	-12	0.9
O=C(CSc1nnc(CN2CCCCCC2=O)n1-c1ccccn1)NCC(F)(F)F
    5	6	-12	6	8	-5	-10	-7	1.1
CCOC(=O)c1c(C)[nH]c(C(=O)Cn2c(=O)oc3ccccc32)c1C
    2	9	-8	-4	-9	-4	9	-8	0.9
CCOc1ccc(OCC)c(S(=O)(=O)NCCCN2CCOCC2)c1
    -12	·	-11	-1	7	15	·	12	·
O=C(Nc1ccc(S(=O)(=O)NC2CCCC2)cc1)c1cnccn1
    3	·	-3	-3	-3	1	95*	-11	0.1
CCOc1cccc(/C(O)=C2/C(=O)C(=O)N(CCOC)C2c2ccc(C)o2)c1 (stereo not drawn)
    8	8	-6	-2	-3	-3	-5	4	1
Nc1ncnc2c1ncn2CCN1CCCCC1
    4	9	-11	2	-2	-4	-4	3	1
COc1ccccc1NC(=O)c1nn(-c2cccc(C(F)(F)F)c2)ccc1=O
    -1	·	-9	6	1	4	-167	-28	2.7*
C[N+](C)(C)CCCC(=O)c1ccc2c(c1)OCO2
    -2	8	-9	5	1	3	7	-19	0.9
COc1ccc(/C=N/NC(=O)CSc2nnc(C)n2-c2ccccc2)c(OC)c1OC
    2	·	-4	6	10	2	-7	5	1.1
COC(=O)CCC(=O)Nc1ccc(NC(C)=O)cc1
    10	2	-10	6	2	-10	3	4	1
C=CCSc1nncn1/N=C/c1ccc(OC)cc1
    1	5	-2	0	-1	0	36	-5	0.6
CCOC(=O)Cn1nnnc1CN(Cc1ccc(OC)cc1)Cc1cc2cc(C)cc(C)c2[nH]c1=O
    -2	6	-3	-6	-2	6	-11	-16	1.1
Cc1ccccc1NC(=S)N(CCN(C)C)C(C)c1ccccn1 (stereo not drawn)
    -10	3	-4	5	-4	10	6	-9	0.9
Cc1ccc2[nH]c3c(c2c1)CCCC3=O
    0	1	-12	6	4	-1	30	-24	0.7
CCOC(=O)c1sc(C)c(C(N)=O)c1NC1=NCCCCC1
    -8	-2	-7	2	2	7	42	17	0.6
CCC1SC2=NC(C)=C(C(=O)OCCOC)C(/C=C/c3ccccc3OC)N2C1=O (stereo not drawn)
    0	-3	-5	9	9	-3	91*	10	0.1
CC(C)(C)c1ccc(/C=N/NC(=O)Cc2c[nH]c3ccccc23)cc1
    -9	·	-15	2	2	6	74*	14	0.3
Cc1nc2sc(C)c(C)c2c(=O)o1
    -12	5	0	5	2	7	-1	13	1
Cc1ccc(C)c(NC(=O)c2ccc(N(C)S(C)(=O)=O)cc2)c1
    -1	4	-10	6	3	0	51*	-26	0.5
CC(=O)NC(Cc1ccccc1)C(=O)N1CCN(C(=O)c2cccs2)CC1 (stereo not drawn)
    -6	7	0	-7	1	7	-8	-8	1.1
COc1cc([N+](=O)[O-])cc(CN2CCCCC2)c1O
    -4	·	-16	0	-8	8	9	-12	0.9
COCCCNC(=O)CCn1c(=O)c2ccccc2n(CC(=O)Nc2ccccc2C)c1=O
    -7	7	-6	4	-8	4	41	-50	0.6
O=C1c2cccnc2C(=O)N1CO
    5	7	-5	1	1	-6	8	3	0.9
CCOC(=O)N1CCN(C(=O)c2cc(-c3ccc(F)cc3)[nH]c2C)CC1
    4	2	-8	-1	-6	-3	38	4	0.6
CC(Sc1nc(-c2ccccc2)cc(C(F)(F)F)n1)C(=O)N1CCCC1 (stereo not drawn)
    -2	10	2	3	-4	0	31	5	0.7
O=C(C1COc2ccccc2O1)N1CCc2ccccc2C1 (stereo not drawn)
    -9	-5	-9	-3	1	10	·	-2	·
COc1ccccc1N1CCN(c2ncnc3c2oc2ccccc23)CC1
    -1	4	-2	10	-8	0	27	0	0.7
C[C@H](NC(=O)c1ccccc1Cl)C(=O)OC(C(=O)Nc1cc(C(F)(F)F)ccc1Cl)c1ccccc1 (stereo partly drawn)
    0	·	-6	13	-4	3	14	23	0.9
O=C(CCn1c(=O)[nH]c2ccsc2c1=O)NCCc1ccc(Cl)cc1
    2	·	-6	3	4	-3	36	2	0.6
O=C(NCc1ccco1)C(c1ccc(F)cc1)N(CC1CCCO1)C(=O)Cn1nnc2ccccc21 (stereo not drawn)
    -3	-2	-11	5	0	1	28	8	0.7

Quoted at random: three entries already listed, in no set order.
The line under a structure holds: PTPN22 inh 2	Calb biofilm kill	PLK1 inh	Rev-RRE block	EphB4 ephrin blk	LYP act	CYP2C9 inh	Plk1 PBD FP	CYP2C9 act
O=C(NCc1ccco1)C(c1ccc(F)cc1)N(CC1CCCO1)C(=O)Cn1nnc2ccccc21 (stereo not drawn)
    -3	-2	-11	5	0	1	28	8	0.7
CC(C)(C)c1ccc(/C=N/NC(=O)Cc2c[nH]c3ccccc23)cc1
    -9	·	-15	2	2	6	74*	14	0.3
O=C1c2cccnc2C(=O)N1CO
    5	7	-5	1	1	-6	8	3	0.9

The listing picks up; the 3 compounds before the break are reprinted first.
Codes: A = PTPN22 inh 2; B = Calb biofilm kill; C = PLK1 inh; D = Rev-RRE block; E = EphB4 ephrin blk; F = LYP act; G = CYP2C9 inh; H = Plk1 PBD FP; I = CYP2C9 act
> C[C@H](NC(=O)c1ccccc1Cl)C(=O)OC(C(=O)Nc1cc(C(F)(F)F)ccc1Cl)c1ccccc1 (stereo partly drawn)
  A: 0	B: ·	C: -6	D: 13	E: -4	F: 3	G: 14	H: 23	I: 0.9
> O=C(CCn1c(=O)[nH]c2ccsc2c1=O)NCCc1ccc(Cl)cc1
  A: 2	B: ·	C: -6	D: 3	E: 4	F: -3	G: 36	H: 2	I: 0.6
> O=C(NCc1ccco1)C(c1ccc(F)cc1)N(CC1CCCO1)C(=O)Cn1nnc2ccccc21 (stereo not drawn)
  A: -3	B: -2	C: -11	D: 5	E: 0	F: 1	G: 28	H: 8	I: 0.7
> N#CC(C#N)=c1ccc2c(c1)N1C3=C(CCCC3)CC3CCCCC31N=2 (stereo not drawn)
  A: 6	B: 0	C: -16	D: 12	E: 2	F: -7	G: 98*	H: -184	I: 0
> CCOC(=O)c1nnc(-c2ccccc2)nc1NCc1ccccc1
  A: 1	B: ·	C: -10	D: 5	E: -4	F: 3	G: 37	H: -14	I: 0.6
> NC(=O)c1ccc(-c2ccc(Br)cc2)o1
  A: 0	B: 5	C: -5	D: 4	E: 4	F: 3	G: 46	H: 9	I: 0.5
> CC(C)(C)C(=O)NC(NC(=S)Nc1sc2c(c1C#N)CCCC2)C(Cl)(Cl)Cl (stereo not drawn)
  A: 11	B: ·	C: -9	D: -1	E: -3	F: -9	G: 29	H: 8	I: 0.7
> CC(C)CC(=O)Nc1ccc(C(=O)NNC(=S)NC(=O)C2CCCCC2)cc1
  A: 3	B: ·	C: -5	D: -4	E: 2	F: 3	G: 1	H: 12	I: 1
> Nc1c(NCCC2=CCCCC2)c(=O)[nH]c(=O)n1Cc1ccccc1
  A: 1	B: 11	C: 1	D: 17	E: 2	F: -2	G: 17	H: -9	I: 0.8
> O=C(CN1C(=O)CSC1=O)N1CCc2ccccc2C1
  A: -16	B: 1	C: -8	D: 10	E: 4	F: 16	G: 2	H: 6	I: 1
> O=C1c2cccc3c(N4CCCCC4)ccc(c23)C(=O)N1CCO
  A: 8	B: ·	C: -30	D: 118*[fluorescence artefact?]	E: -5	F: -3	G: 43	H: -141	I: 0.6
> Cc1ccc(S(=O)(=O)N(C)Cc2nc(-c3ccc(Br)cc3)no2)cc1
  A: -3	B: 7	C: 1	D: 19	E: 3	F: 0	G: -3	H: -36	I: 1
> CCC(=O)Nc1ccc(S(=O)(=O)Nc2cccnc2)cc1
  A: 5	B: 8	C: -11	D: 5	E: -1	F: -1	G: 48	H: 2	I: 0.5
> O=C(O)C1CCCN1C(=O)c1cncc(Br)c1 (stereo not drawn)
  A: 0	B: 6	C: -2	D: 8	E: -3	F: -1	G: -7	H: 11	I: 1.1
> O=C(c1ccc(NS(=O)(=O)c2cccc3cccnc23)cc1)N1CCOCC1
  A: 11	B: ·	C: -4	D: 4	E: 3	F: -18	G: ·	H: -5	I: ·
> CCN1CCCC1CNC(=O)c1cn(C)c2ccc(S(=O)(=O)N3CCCCCC3)cc2c1=O (stereo not drawn)
  A: 0	B: 6	C: -3	D: 5	E: -10	F: -3	G: -3	H: 3	I: 1
> Cc1ccc(CSCCNC(=O)CCSc2ccccc2)cc1
  A: 6	B: ·	C: -5	D: 10	E: -2	F: -4	G: 65*	H: -4	I: 0.3
> O=C(CCN1C(=O)COc2ccccc21)NCc1cccnc1
  A: 2	B: ·	C: -23	D: 8	E: 2	F: 2	G: ·	H: -2	I: ·
> CCC(=O)/C=C1\Sc2ccc(OC)cc2N1CCO
  A: -1	B: 8	C: -8	D: 0	E: -2	F: 5	G: ·	H: 20	I: ·
> O=C(Oc1cccc2ccccc12)c1ccco1
  A: -2	B: 6	C: -11	D: 5	E: -3	F: 0	G: -8	H: 1	I: 1.1
> Cc1nnc(SCC(=O)N/N=C/c2cn(-c3ccccc3)nc2-c2ccc(F)cc2)n1-c1ccccc1
  A: -3	B: ·	C: -8	D: 1	E: -1	F: 1	G: 30	H: -8	I: 0.7
> c1ccc(COc2ccc(OCCCn3cncn3)cc2)cc1
  A: -2	B: -4	C: -8	D: 6	E: -10	F: -1	G: 96*	H: 2	I: 0
> c1ccc2sc(NC3=NCN(Cc4ccc5c(c4)OCO5)CN3)nc2c1
  A: 4	B: 6	C: -10	D: 12	E: 3	F: -3	G: 16	H: -2	I: 0.8
> COCCNC(=O)CN(Cc1ccc2c(c1)OCO2)C(=O)CCC(=O)Nc1nccs1
  A: -2	B: 10	C: 0	D: 2	E: 3	F: 0	G: -9	H: -14	I: 1.1
> CC(C)c1ccccc1NC(=O)c1cnccn1
  A: -7	B: 0	C: -1	D: 7	E: 5	F: 6	G: 1	H: -1	I: 1

High-throughput results deposited in PubChem by several laboratories.
